LmPK inh – blocks Leishmania mexicana pyruvate kinase activity; Q27686; purified LmPK, Kinase-Glo ATP luminescence, 1 h; Potency, µM (series often up to 57.5 µM), for inactives: top-dose activity change, negative = inhibition, hits mostly inhibitors; 290,000 compounds, 0.37% hits; further: potency means the concentration at half of the fitted maximal effect; on the % scale 0 is the no-effect control and ±100 the full control effect
Target sequence (Q27686 whole entry, looked up): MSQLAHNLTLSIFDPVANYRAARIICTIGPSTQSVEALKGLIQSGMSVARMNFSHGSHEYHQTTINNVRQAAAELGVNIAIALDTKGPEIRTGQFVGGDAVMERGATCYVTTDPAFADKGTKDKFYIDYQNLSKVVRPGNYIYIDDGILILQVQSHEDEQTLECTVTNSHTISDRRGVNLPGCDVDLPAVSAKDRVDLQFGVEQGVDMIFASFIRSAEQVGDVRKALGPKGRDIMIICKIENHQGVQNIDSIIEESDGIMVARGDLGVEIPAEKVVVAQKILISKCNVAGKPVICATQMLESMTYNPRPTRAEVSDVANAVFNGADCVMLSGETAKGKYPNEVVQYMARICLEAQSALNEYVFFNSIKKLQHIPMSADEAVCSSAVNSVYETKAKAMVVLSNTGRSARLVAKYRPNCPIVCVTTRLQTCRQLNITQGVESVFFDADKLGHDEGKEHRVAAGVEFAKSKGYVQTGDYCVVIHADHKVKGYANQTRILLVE
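0.1 nM LmPK, 0.5 mM PEP, 0.1 mM ADP; 50 mM imidazole pH 7.2, 7 mM MgCl2, 50 mM KCl; 1 h RT. Kinase-Glo luminescence readout, normalized to no-enzyme (full inhibition) and uninhibited wells.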
Shiga toxin inh – blocks Shiga toxin action in Vero cells. Vero cells, Shiga toxin protein synthesis inhibition reporter. inhibition, % at 38.7 µM. 290,000 compounds, 9.2% hits; in the data active means inhibition mostly above about 28%, no sharp cut-off; inactive means mostly below about 43%; further: 0% is about no effect
Pf growth 48h – P. falciparum growth inhibition at 48 hours (one generation); 310,000 compounds, 5.9% hits; Potency, µM (titrated, usually from 28.7 µM), for inactives: at the top dose activity change, negative = inhibition, hits mostly inhibitors; P. falciparum luciferase growth in erythrocytes, 48 h; further: potency means the concentration at half of the fitted maximal effect; on the % scale 0 is the no-effect control and ±100 the full control effect
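In quantitative HTS format, infected erythrocytes bearing luciferase-reporter parasites were treated for a single generation at 37 C. Luminescence after adding detection reagent served as the growth measure.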
Tb PYK inh – blocks Trypanosoma brucei pyruvate kinase; Q57TT1; TbPYK enzyme, Kinase-Glo Plus ATP luminescence, 45 min; Potency, µM (highest dose often 76.8 µM), for inactives: at the highest dose activity, negative = inhibition, usual class: inhibitors; 410,000 compounds, 0.12% hits; AID 624173; further: potency means the concentration at half of the fitted maximal effect; on the % scale 0 is the no-effect control and ±100 the full control effect; nearly all actives have a fitted effect of over 50% in size
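Enzyme and substrate buffer are dispensed first and compound is pin-transferred. ADP at 130 uM final then starts the reaction, which runs 45 min at room temperature. Detection reagent is added for 10 min before luminescence is imaged.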
Pf growth 96h – P. falciparum growth inhibition at 96 hour, primary screen for plastid delayed-death inhibitors; P. falciparum luciferase reporter growth, 96 h; Potency, µM (titrated, usually from 28.7 µM), for inactives: at the highest dose activity change, negative = inhibition, hits mostly inhibitors; 320,000 compounds, 6.9% hits; AID 504834; further: potency means the concentration at half of the fitted maximal effect; on the % scale 0 is the no-effect control and ±100 the full control effect
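P. falciparum expressing integrated firefly luciferase, in erythrocytes at 2% hematocrit, 0.05% parasitemia, incubated with compounds 96 h at 37 C, 5% CO2. Growth inhibition read as loss of luminescence; two-generation exposure targets delayed-death apicoplast inhibitors.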
Cycloheximide cs – affects cycloheximide protein synthesis inhibition readout, counter-screen; cell reporter, cycloheximide protein synthesis inhibition counterscreen; 300,000 compounds, 12% hits; max response, %; AID 2314; in the data active means max response mostly above about 13%, no sharp cut-off; inactive means mostly below about 14%; further: read at 38.3 µM for the half of the compounds with a filed dose; 0% is about no effect
HCV inhibitor – HCV inhibition; 340,000 compounds, 3.4% hits; Potency, µM (titrated, usually from 41.8 µM), without a hit: top-dose activity change, negative = inhibition, most hits filed as inhibitors; Huh7.5.1 HCVcc-Cre infection, luciferase reporter, 44 h; further: potency means the concentration at half of the fitted maximal effect; on the % scale 0 is the no-effect control and ±100 the full control effect
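Seed cells (1,000/well) for 4 h; treat with compound and infect with HCVcc-Cre, moi about 0.5. Incubate 44 h, then detect luciferase activity.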
An asterisk follows results filed as active; ? = inconclusive; · = no result given; & = joins results of further samples; ! = not confirmed by another sample; [ ] = dose if it differs, or a comment. Unless noted, the call rests on the fitted dose curve; in most records, active means well fitted curve in the direction sought with a large enough effect; inconclusive means small, poorly fitted or top-dose-only effect, or another doubt; inactive means no such curve, though single readings can be large; an effect the other way counts as inactive or inconclusive.

SMILES	LmPK inh	Shiga toxin inh	Pf growth 48h	Tb PYK inh	Pf growth 96h	Cycloheximide cs	HCV inhibitor
CC(=O)c1ccc(OCCCC(=O)Nc2cc(S(=O)(=O)N3CCCCC3)ccc2C)cc1	·	·	?	2.6%	13.1µM*	·	?
CCCNC(=O)CSc1nccn1Cc1ccc(OC)cc1	3.8%	14.8	?	-3.9%	?	21.3	-13.0%
COc1ccc(C(=O)Nc2nc(C)cs2)cc1S(=O)(=O)N1CCCC1	-2.6%	3.3	-17.5%	-0.4%	?	-2.4	4.7%
CCOC(=O)c1sc(Nc2ccc(F)cc2)nc1C	-1.7%	79.6*	35.9%[activator]	-6.3%	70.4%[activator]	27.7*	-10.5%
CCCCC(=O)c1c(C)cc(C)[nH]c1=O	2.0%	-20.1	-5.7%	2.9%	·	-1.9	15.1%
O=C(N/N=C/c1ccsc1)c1cc(-c2ccncc2)nc2ccccc12	6.3%	-16.1	?	-7.1%	?	-2.4	2.6%
COC(=O)CNC(=O)c1sc2ncn(CC(=O)Nc3ccc(C)c(Cl)c3)c(=O)c2c1C	-3.7%	-9.5	-16.0%	1.8%	?	-4.3	-1.7%
COc1ccc(OC)c(N(CC(=O)Nc2cccnc2)S(C)(=O)=O)c1	6.7%	-4.3	·	14.9%	22.8%	-2.9	3.0%
Cc1cc(-c2ccccc2)nc(-c2ccccc2)c1C	7.08µM*	31.3	86.2%[activator]	7.6%	23.3%	25.8*	?
O=C(O)c1cc2nc3c(c(C(F)(F)F)n2n1)CCc1ccccc1-3	10.9%	-9.4	·	3.8%	-29.0%	-5.6	32.1%[activator]
COc1ccc(-n2c(C)c(C(C)=O)c(C(C)=O)c2C)cc1	6.3%	-18.4	-7.7%	1.4%	·	-5.5	7.6%
N#CC(C#N)=C(Nc1ccccc1)c1ccccc1	0.3%	-13.2	?	-2.6%	?	4.3	-7.2%
O=C(c1ccco1)N1CCN(Cc2ccccc2Br)CC1	7.1%	56.2*	-10.7%	-5.3%	?	34.1*	20.3%
Cc1ccc(N(NC(=O)C(C)(C)O)C(=O)c2ccccc2)cc1C	1.5%	-20.8	26.0%	-5.5%	2.6%	-3.6	8.6%
O=C(CSc1nc2ccccc2o1)c1cc2ccccc2oc1=O	3.2%	88.7*	33.0%[activator]	-6.9%	?	24.9*	-6.1%
O=S(=O)(c1ccc(NC(=S)Nc2ccc(OC(F)F)cc2)cc1)N1CCOCC1	-0.4%	5.9	0.8%	5.4%	-20.5%	-4.6	18.6%
COC(=O)c1ccc(Nc2c([N+](=O)[O-])c(=O)oc3ccccc23)cc1	-4.9%	21.3	-13.4%	-2.5%	?	1.6	-18.9%
Cc1oc(-c2ccccc2)cc1C(=O)Nc1cccc(/C=C\C(=O)O)c1	3.3%	-8.2	10.4%	1.0%	8.2%	-2.8	4.9%
Cc1ccc2c(c1)=C(c1ccccc1)N(O)CC(=O)N=2	1.2%	-1.1	-0.4%	-3.1%	59.5%[activator]	5.6	24.1%
O=C(Nc1ccnn1C1CCN(Cc2cccc(OCCO)c2)CC1)C1CC1	-11.6%	-24.9	-0.7%	-5.2%	?	-0.9	6.1%
COc1ccc(C2/C=C\CN(S(=O)(=O)c3ccc(-c4ccccc4)cc3)CC(=O)N2Cc2ccc(F)cc2)cc1 (configuration not stated)	0.3%	68.1*!	11.7µM*	0.9%	4.65µM*	36.5&-3.1	-18.9%
CCOc1cc(C(=O)NC(=S)Nc2cccnc2)cc(OCC)c1OCC	-0.1%	-10.4	5.7%	7.2%	-4.5%	-2.7	?
Cc1ccc(OCc2nnc(SCC(=O)N3CCOCC3)n2C)cc1	2.6%	8.3	-14.0%	-21.7%	?	4.6	2.4%
COc1ccc(C(=O)COC(=O)CNC(=O)c2ccccc2)cc1F	·	·	?	-3.2%	?	·	-13.8%
O=C(CSc1ncc(C(F)(F)F)cc1Cl)N1CCN(S(=O)(=O)c2ccccc2)CC1	2.0%	4.9	-37.8%	-6.1%	-1.6%	-6.9	-15.7%
O=C(OCc1ccc(COC(=O)c2cccnc2Cl)cc1)c1cccnc1Cl	-0.1%	-5.9	31.7%[activator]	5.2%	12.7%	-1.3	3.9%
Cc1csc(NC(=O)c2ccc(C)c(S(=O)(=O)N3CCOCC3)c2)n1	-2.0%	4.6	?	·	?	9.6	·
Cc1onc(-c2c(F)cccc2Cl)c1C(=O)NC1CCCCCC1	0.8%	-8.5	?	-3.8%	?	-5.4	-5.4%
CCCc1nnc(NC(=O)CCC(=O)N2CCN(c3nc(C)cc(C)n3)CC2)s1	1.3%	-6.4	19.7%	2.6%	?	-2.6	4.2%
CC1c2cc3c(cc2CCN1CC(=O)Nc1ccccc1)OCCCO3 (configuration not stated)	3.7%	2.5	0.0%	0.7%	?	1.7	?

Quoted from the entries so far for reference:
SMILES	LmPK inh	Shiga toxin inh	Pf growth 48h	Tb PYK inh	Pf growth 96h	Cycloheximide cs	HCV inhibitor
O=C(Nc1ccnn1C1CCN(Cc2cccc(OCCO)c2)CC1)C1CC1	-11.6%	-24.9	-0.7%	-5.2%	?	-0.9	6.1%
COc1ccc(C2/C=C\CN(S(=O)(=O)c3ccc(-c4ccccc4)cc3)CC(=O)N2Cc2ccc(F)cc2)cc1 (configuration not stated)	0.3%	68.1*!	11.7µM*	0.9%	4.65µM*	36.5&-3.1	-18.9%
CCOc1cc(C(=O)NC(=S)Nc2cccnc2)cc(OCC)c1OCC	-0.1%	-10.4	5.7%	7.2%	-4.5%	-2.7	?
Cc1ccc(OCc2nnc(SCC(=O)N3CCOCC3)n2C)cc1	2.6%	8.3	-14.0%	-21.7%	?	4.6	2.4%

The list goes on:
SMILES	LmPK inh	Shiga toxin inh	Pf growth 48h	Tb PYK inh	Pf growth 96h	Cycloheximide cs	HCV inhibitor
Cc1cccc(NC(=O)c2cc([N+](=O)[O-])ccc2NC2CCCCC2)c1	4.6%	24.7	8.28µM*	7.6%	?	3.8	0.2%
Cc1noc(C)c1S(=O)(=O)N(CC(=O)Nc1ccc2c(c1)OCO2)c1ccc(C(C)C)cc1	2.5%	-3.0	·	-1.3%	?	-4.4	2.1%
COc1ccc(N(C(C)C(=O)N/N=C/c2ccc(OCC(C)C)cc2)S(C)(=O)=O)cc1 (configuration not stated)	0.1%	-1.0	-17.0%	-7.9%	45.2%[activator]	-0.8	-9.0%
CCCCN(CCCC)Cc1ccc(C(=O)NNC(=O)Nc2ccccc2)o1	-1.6%	-9.3	4.8%	-0.9%	30.9%[activator]	-1.9	10.3%
Cc1cc(C(=O)N2CCCC(C(=O)c3ccc(Oc4ccccc4)cc3)C2)n[nH]1 (configuration not stated)	0.4%	-2.2	10.4µM*	1.2%	?	-1.5	?
CC1CC(C)CN(C(=O)C2CCCN(S(=O)(=O)c3cccc4nonc34)C2)C1 (configuration not stated)	3.6%	-9.0	?	-7.6%	-28.4%	-2.0	-20.7%
Cc1cc(/C=N/n2cnnc2)c(C)n1-c1ccc(Cl)cc1	-2.6%	7.4	-2.9%	-2.5%	43.2%[activator]	-2.1	10.0%
CN(c1ccccc1C(=O)Nc1ccccc1C(=O)NCc1ccco1)S(C)(=O)=O	-1.5%	0.7	?	-6.6%	-1.3%	8.5	-24.1%
Cc1ccc(S(=O)(=O)CCC(=O)Nc2nc(-c3ccncc3)cs2)cc1	-0.9%	-4.8	?	?	26.9%	-1.5	14.0%
COc1ccc(C(=O)Nc2ccc3c(c2)nc(CN2CCN(C(C)=O)CC2)n3C)cc1	-1.2%	-20.7	11.5%	0.2%	?	1.9	16.1%
O=C(COC(=O)c1cccs1)Nc1cc(S(=O)(=O)N2CCOCC2)ccc1Cl	-2.0%	-16.1	24.4%	4.8%	-1.0%	-0.8	16.9%
CCC(C)NC(=O)C1CCN(S(=O)(=O)c2ccc(OC)cc2)CC1 (configuration not stated)	-7.9%	-9.2	1.5%	0.2%	·	-1.4	0.7%
O=C(COC(=O)/C=C/c1cccc(F)c1)Nc1ccc(Cl)cn1	1.2%	26.7	18.6%	-0.5%	60.7%[5.75 µM]	0.3	15.3%
CC(=O)c1ccc2noc(-c3ccc(C)cc3)c2c1	-4.4%	26.5	400.4%[activator]	2.5%	?	14.0	11.2%
CN(C)C(CNC(=O)c1ccc(S(=O)(=O)Nc2cccc(C(F)(F)F)c2)cc1)c1ccco1 (configuration not stated)	·	·	?	-19.0%	-7.5%	·	3.3%
CCN(CC)S(=O)(=O)c1ccc(O)c(NS(=O)(=O)c2ccccc2F)c1	4.8%	-4.8	16.3%	?	22.6%	1.5	12.7%
CCNC(=O)C1CC(=O)N(c2ccc(Br)cc2)C1 (configuration not stated)	5.7%	19.0	26.4%	2.0%	·	2.6	8.4%
Clc1ccc(SCc2cn3ccccc3n2)cc1	-0.6%	53.6*	175.5%[activator]	5.7%	173.0%[activator]	36.8*	-3.1%
CCCOc1ccc(S(=O)(=O)NCCCN2CCOCC2)c2ccccc12	-1.2%	-8.5	-18.4%	7.8%	·	-4.3	?
CNC(=O)c1c(NC(=O)c2cccc(N3C(=O)CCC3=O)c2)sc2c1CCCC2	1.2%	25.4	15.8%	-11.3%	11.6%	16.2	-6.0%
CC1(OC(=O)C2CCCC2)C(=O)C=C2C=C(c3ccsc3)N(Cc3ccccc3)C=C2C1=O (configuration not stated)	-2.4%[11.5 µM]	15.9	11.7µM*	2.6%	?	-4.0	2.8%
COc1ccc2cc1Oc1ccc(cc1)C[C@H]1c3cc(c(OC)cc3CCN1C)Oc1c(O)c(OC)cc3c1[C@H](C2)N(C)CC3	2.9%	-1.6	2.94µM*	3.8%	1.85µM*	-1.4	?
CC(C)C(NS(=O)(=O)c1cccc2nsnc12)C(=O)NC1CCCCC1C (configuration not stated)	2.8%	13.0	5.4%	1.6%	?	6.2	10.6%
COc1ccc(CCNC(=O)CN(c2ccc(C)cc2)S(=O)(=O)c2c(C)noc2C)cc1OC	-2.0%	-21.7	?	10.8%	?	-4.4	5.4%
O=[N+]([O-])c1cccc2c(S(=O)(=O)N3CCOCC3)cccc12	0.3%	-2.8	-6.6%	2.6%	?	-2.5	8.6%
Cc1cc2[nH]c(=O)c(=O)[nH]c2cc1S(=O)(=O)N1CCC(C)CC1	-2.5%	-5.5	20.0%	6.0%	3.2%	-2.5	9.0%
Cc1ccccc1NC(=O)C1CCN(C2=NS(=O)(=O)c3ccccc32)CC1	6.8%	13.9	-7.4%	-6.6%	-14.5%	21.7	15.8%
CCN1CCN(C(=O)C2c3cc(OC)c(OC)cc3C(=O)N(C)C2c2ccc(SC)cc2)CC1 (configuration not stated)	-0.4%	5.9	?	-9.2%	74.7%[activator]	-1.3	9.0%&15.0%
N#CCCN(C(=O)CSc1ccc2c(c1)OCCO2)c1ccccc1	-1.1%	25.9	-11.4%	-1.0%	·	-1.0	5.8%
CCOC(=O)N1CCN(C(=O)c2oc(=O)c3ccccc3c2-c2ccc(C)cc2)CC1	-17.6%	-9.8	·	-0.8%	-26.2%	-3.2	-1.0%
O=C(NCCc1nc2ccccc2[nH]1)c1cccc(Br)c1	2.7%	-2.6	-7.9%	-0.9%	7.5%	-2.4	?

Assay outcomes deposited in PubChem BioAssay by National Center for Advancing Translational Sciences (NCATS).
